AmpC inh detg: AmpC beta-lactamase inhibition with detergent present. P00811. Potency, µM (top dose mostly 114 µM), without a hit: at the highest dose activity change, negative = inhibition, actives largely listed as inhibitors. AID 485294. 0.041% of 370,000 active. AmpC hydrolysis of nitrocefin, absorbance 480 nm, 0.01% Triton;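 note: potency is the fitted concentration of half-maximal effect; 0% = no-compound wells and -100% = no-enzyme wells; nearly all actives have a fitted effect of over 25% in size; some results filed as inactive show a strong effect at the top dose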
Target sequence (P00811 whole entry, looked up): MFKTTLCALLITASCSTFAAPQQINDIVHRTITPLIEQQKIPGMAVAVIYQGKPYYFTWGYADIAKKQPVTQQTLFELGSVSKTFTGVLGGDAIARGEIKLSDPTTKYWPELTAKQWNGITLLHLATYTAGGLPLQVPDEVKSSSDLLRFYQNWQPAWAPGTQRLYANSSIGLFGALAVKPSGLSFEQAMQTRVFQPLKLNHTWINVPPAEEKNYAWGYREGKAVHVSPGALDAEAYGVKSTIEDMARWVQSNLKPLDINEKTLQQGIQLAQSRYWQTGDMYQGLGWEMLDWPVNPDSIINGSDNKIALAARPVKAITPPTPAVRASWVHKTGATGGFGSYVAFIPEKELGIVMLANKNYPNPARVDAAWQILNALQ
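20 mM phosphate pH 7.0 + 0.01% (detergent screen) or 0.0001% Triton X-100; 5.3 nM AmpC reagent; cpd preinc 15 min RT; nitrocefin (800 uM stock) to start; A480 q20 s × 4 min; Activity was normalised to no-enzyme and no-compound control wells.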
AMA1-RON2 inh: inhibitors of Plasmodium falciparum AMA1-RON2 interaction. AlphaScreen AMA1-biotinylated RON2 peptide binding. Potency, µM (doses to about 58.2 µM), inactives show at the top dose activity change, negative = inhibition, hits mostly inhibitors. 0.2% of 360,000 active;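 note: potency is the fitted concentration of half-maximal effect; 0% = vehicle wells and -100% = peptide control; nearly all actives have a fitted effect of over 45% in size; some results filed as inactive show a strong effect at the top dose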
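AMA1 (3D7) with his tag at 25 nM final met compounds first, then biotinylated RON2 peptide at 25 nM; detection used donor plus acceptor beads, 10 µg/mL apiece, read by AlphaScreen after 30 min at room temperature.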
AmpC no deterg: blocks E. coli AmpC beta-lactamase in detergent-free assay; AmpC nitrocefin hydrolysis, absorbance 480 nm, 0.0001% Triton; 0.52% of 330,000 active; AID 485341; Potency, µM (titrated, usually from 57.1 µM), without a hit: at the top dose activity change, negative = inhibition, usual class: inhibitors;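 note: potency is the fitted concentration of half-maximal effect; plate controls were no compound for no effect and no enzyme for full effect; nearly all actives have a fitted effect of over 20% in size; some results filed as inactive show a strong effect at the top dose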
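20 mM phosphate pH 7.0 + 0.01% (detergent screen) or 0.0001% Triton X-100; 5.3 nM AmpC reagent; cpd preinc 15 min RT; nitrocefin (800 uM stock) to start; A480 q20 s × 4 min; Activity was normalised to no-enzyme and no-compound control wells.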
FBPA Giardia inh: inhibitors of Giardia lamblia fructose-1,6-bisphosphate aldolase; A8B2U2; purified Giardia FBPA; Potency, µM (highest dose often 59.6 µM), for the others: top-dose activity, negative = inhibition, most hits filed as inhibitors; 0.71% of 290,000 active; AID 2451; note: potency is the fitted concentration of half-maximal effect; nearly all actives have a fitted effect of over 55% in size
Target sequence (A8B2U2 whole entry, looked up): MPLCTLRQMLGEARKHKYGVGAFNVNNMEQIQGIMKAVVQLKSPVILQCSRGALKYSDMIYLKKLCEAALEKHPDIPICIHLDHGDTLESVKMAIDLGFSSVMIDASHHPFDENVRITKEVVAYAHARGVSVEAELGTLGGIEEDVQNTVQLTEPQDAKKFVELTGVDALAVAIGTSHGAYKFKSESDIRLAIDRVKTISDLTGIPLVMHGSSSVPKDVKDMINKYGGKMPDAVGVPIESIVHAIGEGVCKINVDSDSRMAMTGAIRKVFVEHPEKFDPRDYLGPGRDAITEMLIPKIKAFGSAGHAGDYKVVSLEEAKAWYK
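40 nM FBPA preincubated 10 min at RT with compound (up to 57.5 uM final), then substrate plus GAPDH/TPI/NAD/arsenate coupling and diaphorase/resazurin added. Fluorescence read after 20 min at RT, 525/598 nm.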
Sm TGR block: blocks Schistosoma mansoni thioredoxin glutathione reductase; Q962Y6; purified TGR, DTNB reduction, TNB absorbance 405 nm; 3% of 360,000 active; Potency, µM (series often up to 114 µM), for inactives: at the highest dose activity change, negative = inhibition, hits mostly inhibitors; note: potency is the fitted concentration of half-maximal effect; nearly all actives have a fitted effect of over 60% in size
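First, TGR (20 nM dispensed) and NADPH were mixed with compound. Second, a 15 min room-temperature incubation followed. Third, further NADPH and then DTNB were added to start the reaction. Finally, TNB absorbance was monitored kinetically.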
HCMV antiviral: inhibitors of human cytomegalovirus; HFF cells, HCMV-luciferase reporter, 72 h; active compounds read low; activity change, negative = inhibition, % at 57.5 µM; AID 1259415; 4.5% of 410,000 active; in the data active = activity change below about -60%; inconclusive = no clear call, values can overlap the other calls; inactive = above about -39%
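Inhibition of viral replication was scored as loss of reporter luminescence in HFFs infected with HCMV-luciferase (MOI 1 PFU/cell) for 72 h; compounds tested at 2 doses, normalized to buffer and Salinomycin controls.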
* hit, by the source's call; ? = inconclusive; . = not tested or not shown; & = joins results of further samples; [ ] = remark or other dose. Unless noted, calls come from the whole dose curve; as a rule, active = well fitted curve in the direction sought with a large enough effect; inconclusive = small, poorly fitted or top-dose-only effect, or another doubt; inactive = no such curve, though single readings can be large; an effect the other way counts as inactive or inconclusive. Unless noted, % is set by controls: 0 for no effect and ±100 for the full control effect.

SMILES	AmpC inh detg	AMA1-RON2 inh	AmpC no deterg	FBPA Giardia inh	Sm TGR block	HCMV antiviral
N#Cc1ccccc1NC(=O)C(=O)NCC(c1cccnc1)N1CCc2ccccc21 (stereo unspecified)	15%	.	.	.	6%	22
O=C(Nc1cccn(Cc2ccc(F)cc2)c1=O)NC1CCCCC1	-7%	-8%	16%	-10%	-12%	-17
COc1ccc2nc(NCCNC(=S)NCCCN3CCOCC3)c(C#N)cc2c1	-10%	6%	81%[activator]	-29%	-24%	-7
Cc1ccc(/C=N/NC(=O)CSc2nc3ccccc3n2C)s1	?	7%	-43%	4µM*	0%	-5
COc1cccc(/C=C(/C(=O)OCC(N)=O)c2ccccc2)c1	-12%	-28%	10%	-8%	1%	-18
Cc1ccc(NC(=O)C2CCCN2S(=O)(=O)c2ccc3c(c2)n(C)c(=O)c(=O)n3C)cc1 (stereo unspecified)	3%&-14%	3%	-2%	0%	-24%&-11%	-4&-11
COc1ccccc1Cn1cc(C(=O)c2ccc(C)cc2)c(=O)c2cc(F)cc(F)c21	?	.	.	.	0%	10
CN(C)c1ccc(-c2nn3c(C4CCCCC4)nnc3s2)cc1	1%	5%	-9%	6%	4%	-24
Cc1ccc(C(=O)Nc2cccc(C(=O)N3CCOCC3)c2)cc1Cl	?	14%	2%	-8%	8%	45
O=C(CCN1CCCCO1)N1CCCC(Nc2ccc(F)c(F)c2)C1 (stereo unspecified)	-3%	-5%	12%	.	3%	76
COC(=O)C1=C(C)NC(=O)NC1c1ccco1 (stereo unspecified)	-15%	1%	-15%	1%	-11%	-4
N#Cc1c(C(F)(F)F)cc(C2CC2)[nH]c1=O	?	4%	-6%	-1%	1%	41
CC1CCCN(C(=O)c2ccc(COc3ccccc3Br)cc2)C1 (stereo unspecified)	-15%	-4%	88%[activator]	7%	21%	19
COc1cc(CC(=O)Nc2ccc3c(c2)CCC3)cc(OC)c1OC	8%	-2%	0%	-2%	-8%	?
N/C(Cc1ccc([N+](=O)[O-])cc1)=N\OC(=O)C(c1ccccc1)c1ccccc1	-1%	-7%	-28%	-1%	0%	-30
O=C(COc1ccc(-c2ccccc2)cc1)N/N=C/c1cccnc1	4%	-7%	2%	.	-2%	-5
COc1ccc(CN2C(=NC(=O)C3CCCCC3)SC3CS(=O)(=O)CC32)cc1 (stereo unspecified)	1%	2%	-6%	.	-1%	-30
S=C1NC[C@H](CC2CCCCC2)N1CC1CCCCC1	-1%	3%	-40%	1%	-5%	?
CCc1ccc(CNC(=O)CN2C(=O)CCn3nc(-c4cn(C)c5ccccc45)cc32)cc1	0%	.	.	.	2%	17
Cc1ccc(S(=O)(=O)N(C)c2ccc(OC(C)C(=O)N3CCCC3)cc2)cc1C (stereo unspecified)	?	-1%	116%[activator]	.	1%	-5
Cc1cc(NC(=O)c2ccc(NC(=O)C(C)C)cc2)no1	0%	-14%	-30%	2%	0%	41
Cc1cccc(C(=O)N[C@H](C(=O)NCCc2ccc(S(N)(=O)=O)cc2)C(C)C)c1	-19%	-2%	-8%	-11%	-8%	-9
CCOc1ccc(/C=C/C(=O)Nc2sc3c(c2C(=O)OC)CCCC3)cc1	1%	.	.	.	-9%	4
CCOC(=O)C1(Cc2cccc(F)c2)CCN(C2CCOCC2)CC1	7%	16%	-23%	4%	4%	9
Cc1ccccc1NC(=O)N(C(C)C)C(C)C	?	2%	-18%	-1%	2%	6
O=C1CC(c2ccccc2)CC(=O)C1=CN1CCCC1 (stereo unspecified)	12%	28%	-17%	6%	?	-25
O=C(NCCOc1ccccc1)C1CCC(=O)N(CCN2CCOCC2)C1 (stereo unspecified)	0%	6%	-4%	-1%	6%	-29
COc1cc(CN2CC(=O)N(c3ccccc3Cl)C2=S)cc(OC)c1OC	-8%	-11%	43%	9%	-2%	-26
Oc1ccccc1Nc1nc(-c2ccccc2)c2cc(Cl)ccc2n1	29%	.	.	.	0%	-27
O=[N+]([O-])c1ccc2nc(NCCCO)nc(-c3ccccc3)c2c1	6%	-6%	57%	-10%	-1%	28
COc1ccccc1C(=O)N1CCN(C(=O)Cc2ccccc2)CC1	2%	-13%	-4%	7%	2%	21
CN(C)C(=O)C1CC(=O)OC12CCCCC2 (stereo unspecified)	-3%	-2%	0%	-1%	7%	-25
N#C/C(=C/c1ccc(C(=O)O)cc1)C(=O)Nc1ccccc1	8%	-10%	-10%	0%	-4%	-25
CCOc1cccc(-c2nnc(SCC(=O)Nc3cc(OC)cc(OC)c3)n2N)c1	-1%	22%	8%	-6%	7%	26
Cc1ccc(C(=O)C[n+]2ccccc2C)cc1[N+](=O)[O-]	6%	7%	-15%	0%	2%	23
CCCCn1c(=O)[nH]c(=O)c2c(C(=O)OCC)cc(-c3cccs3)nc21	3%	-3%	-27%	1%	2%	-25
O=C(Cc1ccccc1)Nc1ccc(NC(=O)c2cccs2)c(Cl)c1	-4%	23%	-33%	5%	-2%	42
CCCCCCC(=O)Oc1cccc(N2C(=O)C3CCCCC3C2=O)c1 (stereo unspecified)	-3%	4%	62%[activator]	3%	5%	-31
O/N=C1\CC/C(=N\O)c2nn(-c3ccccc3Cl)nc21	3%	5%	-12%	9%	2%	-23
COC(=O)[C@@H]1C(OC(=O)c2ccccc2)CC2CCC1N2C (stereo partly specified)	.	30%[activator]	-21%	.	.	-39

Arranged by number of heavy atoms (descending): 3 of the compounds above
SMILES	AmpC inh detg	AMA1-RON2 inh	AmpC no deterg	FBPA Giardia inh	Sm TGR block	HCMV antiviral
O=C(NCCOc1ccccc1)C1CCC(=O)N(CCN2CCOCC2)C1 (stereo unspecified)	0%	6%	-4%	-1%	6%	-29
CCCCCCC(=O)Oc1cccc(N2C(=O)C3CCCCC3C2=O)c1 (stereo unspecified)	-3%	4%	62%[activator]	3%	5%	-31
Oc1ccccc1Nc1nc(-c2ccccc2)c2cc(Cl)ccc2n1	29%	.	.	.	0%	-27

Going on with the list:
SMILES	AmpC inh detg	AMA1-RON2 inh	AmpC no deterg	FBPA Giardia inh	Sm TGR block	HCMV antiviral
O=C1CCCc2oc3ccc(O)cc3c21	-7%	0%	-17%	0%	3%	7
O=C(c1ccc(C(F)(F)F)cc1)C1CCCN(Cc2cccn2-c2ncccn2)C1 (stereo unspecified)	5%	8%	47%	2%	?	?
CCOc1cc(NC(=O)C2CC2)c(OCC)cc1NC(=O)c1cc(OC)c(OC)c(OC)c1	1%	4%	-7%	0%	3%	-24
Cc1ccc2ncc3c(-c4ccc(F)cc4)nn(-c4cccc(F)c4)c3c2c1	-3%	.	.	.	-3%	12
C#CCOCCOCCOCCNc1nc(N2CCN(C(=O)[C@H](CCC(=O)O)n3cc(CN)nn3)CC2)nc(N2CCN(C(=O)[C@H](CCC(=O)O)n3cc(CN)nn3)CC2)n1	.	21%	-1%	.	.	11
Cc1c(NC(=O)CSc2nncc3ccccc23)c(=O)n(-c2ccccc2)n1C	1%	-4%	-21%	-2%	-5%	?
Cc1ccc(S(=O)(=O)NCC(=O)N(CC2CCCO2)C(C(=O)NC2CCCC2)C(C)C)cc1 (stereo unspecified)	-9%	1%	71%[activator]	3%	-4%	-23
COc1ccc([N+](=O)[O-])cc1C1NN=C(c2ccccc2O)S1 (stereo unspecified)	1%	0%	-5%	-2%	-17%	54
COc1ccc(NC(=O)CCC(=O)OCc2ccc(Br)cc2)cc1	-1%	24%	-1%	-1%	0%	19
CCOC(=O)c1nnn(-c2nonc2N)c1CNC(C)C	?	0%	-5%	3%	0%	-9
O=C(NNc1nc2ccccc2s1)Nc1ccc(Cl)c(Cl)c1	-1%	62%[activator]	-52%	-6%	4%	61
O=C(NC(=S)Nc1ccc2nc[nH]c2c1)c1ccccc1	5%	16%	-26%	?	-89%	61
CCc1ccc(CN2C(=O)CCC2(C)C(=O)NC2CCCC2)cc1 (stereo unspecified)	-15%	2%	21%	11%	13%	-10
Cc1c(NC(=S)NC(=O)C(c2ccccc2)c2ccccc2)cccc1C(=O)O	4%	-13%	-34%	15%	-24%	0
Cc1c(C(=O)Nc2ccccc2-c2ccccc2)cccc1[N+](=O)[O-]	-5%	0%	-24%	2%	11%	-21
COc1ccc(-c2nc(CSCC(=O)NCCC(C)C)c(C)o2)cc1OC	-9%	.	.	.	-26%	1
CCN(C(=O)c1c(-c2ccccc2Cl)noc1C)C1CCCCC1	-9%	-10%	65%[activator]	-4%	-2%	?
O=C(Nc1ccc2ccccc2c1)c1ccc(Cl)cc1	1%	7%	-13%	9%	6%	58
COc1ccc([N+](=O)[O-])c(OC)c1C(=O)Nc1ccc(F)cc1F	3%	10%	-12%	1%	12%	-3
CCN(C(=O)CSc1nnc(-c2ccncc2)n1Cc1ccccc1)C1CCS(=O)(=O)C1 (stereo unspecified)	-2%	3%	-1%	0%	7%	-11
COc1ccc(CCNC(=O)CCCN2C(=O)c3ccccc3C2=O)cc1OC	-11%	-1%	9%	1%	2%	-17
O=C(NCCCCc1ccccc1)c1nn(-c2ccccc2)nc1CO	-7%	.	.	.	-1%	-8
Cc1cc(C)n(CC(C)O)c(=O)c1C#N (stereo unspecified)	0%	-12%	0.32µM*	0%	-5%	97
COc1ccc(CC(C)Nc2cccc(SC)c2)cc1 (stereo unspecified)	-15%	-6%	-33%	?	-4%	43
O=C1OC(c2ccc(Br)cc2)=N/C1=C\N1CC2CC(C1)c1cccc(=O)n1C2 (stereo unspecified)	6%	-1%	156%[activator]	4%	7%	-10
COc1cc(CNCc2cc(OC)c(OC)c(OC)c2)cc(OC)c1	?	?	-14%	?	-31%	-16
O=C(CNCc1ccc(F)cc1)Nc1cc(S(=O)(=O)N2CCOCC2)ccc1Cl	.	71%[activator]	65%[activator]	.	.	-19
Cc1cc(C)n2nc(SCC(=O)c3ccc[nH]3)nc2n1	-15%	113%[activator]	-6%	-10%	32µM*	39
O=C(COC(=O)Cn1cnc2ccccc2c1=O)NNC(=O)c1ccc(Br)cc1	.	89%[activator]	-16%	.	.	6
Cc1nn2c(=O)cc(COC(=O)c3ccc(NC(=O)COc4ccc(C)c(C)c4)cc3)nc2s1	0%	.	.	.	-2%	-28
CCCCCN(C(=O)CCC(=O)OCc1ccccc1Cl)c1c(N)n(CCCC)c(=O)[nH]c1=O	3%	-2%	-5%	.	3%	-2
CC(=O)Nc1sc(N/N=C/c2ccccc2F)nc1-c1ccc(C)cc1	-2%	-1%	-39%	-9%	32µM*	-1
NS(=O)(=O)c1c(Sc2ccccc2C(=O)O)ccc2ccccc12	-11%	-1%	-14%	8%	-13%	65
c1ccc(-c2cn(-c3ccccc3)c3ncnc(NCCCN4CCOCC4)c23)cc1	4%	-15%	242%[activator]	1%	6%	55

Laid out differently: entries from further up
c1ccc(-c2cn(-c3ccccc3)c3ncnc(NCCCN4CCOCC4)c23)cc1
  AmpC inh detg: 4% | AMA1-RON2 inh: -15% | AmpC no deterg: 242%[activator] | FBPA Giardia inh: 1% | Sm TGR block: 6% | HCMV antiviral: 55

CCCCCN(C(=O)CCC(=O)OCc1ccccc1Cl)c1c(N)n(CCCC)c(=O)[nH]c1=O
  AmpC inh detg: 3% | AMA1-RON2 inh: -2% | AmpC no deterg: -5% | FBPA Giardia inh: . | Sm TGR block: 3% | HCMV antiviral: -2

Assay outcomes deposited in PubChem BioAssay by National Center for Advancing Translational Sciences (NCATS).
